# From PubChem
# hcDAF12 agonist – H. contortus DAF-12 nuclear receptor activators, primary screen, cell-based, luminescence, HEK293, lit1-tk-luc reporter; 370,000 compounds, 1.4% hits; HEK293 hcDAF-12 lit1-tk-luc reporter; 0% DMSO, 100% Δ7-dafachronic acid; activation, % at 6.8 µM;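 active = activation above the mean of all tested compounds plus 3 SD, cut at about 5.5% in these data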;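 note: 100% = response to 3 µM Δ7-dafachronic acid high control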
# ssDAF-12 act – S. stercoralis DAF-12 nuclear receptor activators, primary screen, cell-based, luminescence, HEK293, GRIP1 co-expression, lit1-tk-luc; Nuclear hormone receptor DAF-12 (Strongyloides stercoralis); HEK293 ssDAF-12/GRIP1 lit1-tk-luc reporter; % of 3 µM dafachronic acid response; activation, % at 6.8 µM; 370,000 compounds, 1% hits;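 active = activation above the mean over all tested compounds plus 3 SD, cut at about 0.9% in these data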;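 note: 0% = DMSO-only wells and 100% = 3 µM delta7-dafachronic acid wells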
# ADAM17 inh – ADAM17 inhibitors, primary screen, biochemical, QFRET; recombinant ADAM17, EDANS/DABCYL FRET peptide cleavage; AID 720648, 2013; inhibition, % at 6.95 µM; Disintegrin and metalloproteinase domain-containing protein 17 (Homo sapiens), P78536; 370,000 compounds, 0.83% hits;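 active = inhibition above the mean of compounds lying between control limits plus 3 SD, set per campaign, cut at about 8.5% in these data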;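 note: 0% = DMSO-only wells as the low control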
# ADAM10 inh – human ADAM10 inhibitors, primary screen, biochemical, QFRET, HTS; recombinant ADAM10, EDANS/DABCYL FRET peptide cleavage, 3 h; inhibition, % at 7 µM; 370,000 compounds, 0.62% hits;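 active = inhibition above a per-campaign cutoff equal to the mean of compounds falling between control-based bounds plus 3 SD, cut at about 20% in these data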;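 note: 0% = DMSO wells while the 100% control is not disclosed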
# Target sequence (O14672 214-748 limits assumed): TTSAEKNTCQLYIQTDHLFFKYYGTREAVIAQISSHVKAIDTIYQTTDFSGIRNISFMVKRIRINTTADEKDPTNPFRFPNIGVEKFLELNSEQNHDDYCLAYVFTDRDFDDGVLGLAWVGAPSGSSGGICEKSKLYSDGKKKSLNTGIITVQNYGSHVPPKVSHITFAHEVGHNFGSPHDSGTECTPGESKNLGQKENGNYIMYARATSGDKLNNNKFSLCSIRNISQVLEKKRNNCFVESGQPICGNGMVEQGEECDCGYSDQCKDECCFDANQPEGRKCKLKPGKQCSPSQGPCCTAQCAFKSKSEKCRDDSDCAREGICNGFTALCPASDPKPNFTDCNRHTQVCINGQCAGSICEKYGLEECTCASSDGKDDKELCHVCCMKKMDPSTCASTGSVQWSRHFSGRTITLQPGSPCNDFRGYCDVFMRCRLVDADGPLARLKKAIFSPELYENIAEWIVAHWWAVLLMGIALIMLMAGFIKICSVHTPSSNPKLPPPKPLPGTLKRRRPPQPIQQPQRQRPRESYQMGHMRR
# hgDAF12 agonist – H. glycines DAF-12 receptor agonists, primary screen, cell-based, luminescence, HEK293, GAL4 fusion, UAS-luciferase. Nuclear hormone receptor DAF-12 (Heterodera glycines), GAL4 fusion. activation, % at 6.8 µM. HEK293 GAL4-hgDAF12 UAS-luciferase reporter, agonist luminescence; normalized to butyrate control. 370,000 compounds, 1.8% hits. AID 687014, 2013;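 active = activation above a cutoff set at the mean of all screened compounds plus 3 SD, cut at about 10% in these data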;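 note: 0% = DMSO wells and 100% = sodium butyrate wells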
# PG9 Ab binder – binders of HIV-1 gp120 antibody PG9, primary screen, biochemical, TR-FRET | TR-FRET gp120-PG9 antibody binding | AID 624416, 2012 | 360,000 compounds, 0.43% hits | inhibition, % at 6.7 µM; in the data active = inhibition above about 8.5%
# FXN GAA850 act – FXN promoter activators, primary screen, cell-based, luciferase luminescence, HEK293 lucGAA850; HEK293 lucGAA850 FXN promoter luciferase reporter, 24 h; percent of 10 µM SAHA response; activation, % at 6 µM; 360,000 compounds, 0.56% hits; AID 540364, 2011;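 active = activation above the average of all compounds screened plus 3 SD, cutoff fixed separately per campaign, cut at about 7.5% in these data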;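 note: 0% = DMSO wells and 100% = 10 µM SAHA wells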
# DAX1 inh-1 – DAX1 (NR0B1) inhibitors, primary screen, cell-based, HEK293, Gal4-DAX1, luciferase luminescence; Nuclear receptor subfamily 0 group B member 1 (Homo sapiens), P51843; HEK293 Gal4-DAX1 luciferase reporter; inhibition, % at 6.75 µM; 340,000 compounds, 0.99% hits; AID 504766, 2011;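 active = inhibition above the mean over all tested compounds plus 3 SD, cut at about 4.2% in these data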;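 note: 0% = DAX1-transfected cells with DMSO and 100% = empty-vector control cells with DMSO; inhibition shows as a rise in luminescence from relieved DAX1 repression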
# Target sequence (P51843 207-470 limits assumed): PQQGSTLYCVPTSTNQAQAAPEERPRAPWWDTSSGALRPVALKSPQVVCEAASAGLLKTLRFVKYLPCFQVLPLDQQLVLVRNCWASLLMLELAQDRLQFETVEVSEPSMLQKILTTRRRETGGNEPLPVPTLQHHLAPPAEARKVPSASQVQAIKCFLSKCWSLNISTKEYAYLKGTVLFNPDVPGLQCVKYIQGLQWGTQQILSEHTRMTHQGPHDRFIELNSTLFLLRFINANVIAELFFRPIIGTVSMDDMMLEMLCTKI
# SMARCA2 act – SMARCA2 (BRM) function activators, primary screen, cell-based, luminescence, high throughput; 370,000 compounds, 1% hits; activation, % at 9.1 µM; AID 652017, 2013; MG213 cells, MMTV-luciferase reporter, dexamethasone, overnight; in the data active = activation above about 7.8%;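 note: 0% = vehicle wells and 100% = reference activator wells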
# DAX1 inh-2 – DAX1 (NR0B1) inhibitors on StAR promoter, primary screen, cell-based, luminescence, SF-1 (NR5A1), full-length DAX-1; HEK293T StAR-luciferase reporter, SF-1/DAX-1 repression relief; inhibition, % at 6.8 µM; 370,000 compounds, 1.1% hits; AID 652010, 2013;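 active = inhibition above the mean over all tested compounds plus 3 SD, cut at about 3.6% in these data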;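 note: 0% = DAX-1 cells with DMSO and 100% = cells lacking DAX-1 with DMSO; higher inhibition means more luminescence from relief of DAX-1 repression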
# NPR1 activator – GC-A stimulated cGMP production enhancers – HEK293 GC-A cells, cGMP TR-FRET, EC30 ANP, primary screen; Atrial natriuretic peptide receptor 1 (Homo sapiens), P16066; 0% at EC30 ANP, 100% saturating ANP; activation, % at 10 µM; 370,000 compounds, 0.14% hits; AID 1671463, 2021; in the data active = activation above about 40%
# Numbers without * were called inactive; i = inactive; · = no result given.
# Results follow in this order: hcDAF12 agonist	ssDAF-12 act	ADAM17 inh	ADAM10 inh	hgDAF12 agonist	PG9 Ab binder	FXN GAA850 act	DAX1 inh-1	SMARCA2 act	DAX1 inh-2	NPR1 activator
O=C(CN1C(=O)NC2(CCCCC2)C1=O)Nc1ccc(Cl)cc1
    -0.2	-1.4	0	-4	0.2	-1.6	0.6	1.6	-1	-0.1	2
C=CCNC(=S)N/N=C/c1ccc(C)cc1C
    -1.4	-1.9	-4	2	-4.0	-0.1	0.5	0.0	-4	-1.2	1
C[C@@H]1Cc2cc(O)cc(O)c2C(=O)O1
    -0.5	-0.4	-3	3	2.2	·	·	·	-2	0.2	-1
Cn1c(=O)n(C)c2cc([N+](=O)[O-])c(N3CCN(S(C)(=O)=O)CC3)cc21
    -1.4	-1.5	8	17	-3.5	0.0	3.6	0.0	-2	-0.2	3
CCOc1ccc2c(c1)C(c1ccccc1)=NNC(c1ccccc1)=N2
    0.7	-0.7	0	14	6.5	0.4	5.9	1.8	2	0.5	6
CCn1cc(C(=O)O)c(=O)c2cc(F)c(N3CCN(C(=S)NC(=O)c4cccc(F)c4)CC3)cc21
    -0.5	-0.6	-12	-30	-1.5	1.9	1.5	2.4	-2	0.1	-1
CC(=O)NC(C)(C)C1CC=C(C)/C(=N\O)C1 (stereo not given)
    -1.0	-1.6	-2	-3	1.2	-0.9	-0.8	-0.2	-2	-1.0	0
Cc1ccc(C)c(N)c1
    -0.9	-1.8	0	-2	-2.1	0.2	0.3	0.2	-1	0.6	-2
CSC1=N/C(=C/c2cccnc2)C(=O)N1Cc1ccccc1
    0.4	-1.3	-13	-29	-2.5	0.1	2.8	-0.4	-4	0.0	0
CC(Sc1nncn1C)C(=O)Nc1nnc(-c2ccccc2)s1 (stereo not given)
    2.9	-0.4	0	-3	4.3	-0.4	2.0	1.9	2	2.0	3
Cc1ccccc1NS(=O)(=O)c1ccc2c(c1)oc(=O)n2C
    -0.5	0.0	-4	-8	-1.9	-0.3	0.9	-0.6	-1	-0.2	7
COc1cc(OC)c2ccc(=O)oc2c1C(CC(=O)N1CCN(c2ccccc2)CC1)c1ccc2c(c1)OCO2 (stereo not given)
    0.1	-1.7	1	0	-1.8	-0.1	0.1	0.7	-1	-0.7	0
COC(=O)c1cc2cc(Cl)ccc2nc1SC
    1.1	-1.0	-7	-1	-0.2	1.0	3.0	1.8	-5	0.8	2
Cc1oc(-c2ccccc2Cl)nc1CSc1nc2c(c(=O)[nH]1)CCCC2
    0.0	-1.1	-3	1	0.3	-0.1	-0.8	-3.4	1	0.4	1
CCOC(=O)N1CCC(N(CCN(C)C)C(=S)Nc2cccc(C)c2)CC1
    -0.7	0.0	-1	4	0.5	0.2	1.1	0.1	-2	0.8	3
COc1ccc(OC)c(NC(=O)CSc2nccn2Cc2ccco2)c1
    1.4	-0.8	3	-10	-0.2	0.9	1.3	-0.1	-2	0.3	-21
Cc1cc(C)c(O)c(-c2cc(C(=O)Nc3ccc(S(=O)(=O)N4CCOCC4)cc3)[nH]n2)c1
    -2.8	-1.7	8	21*	-2.3	-0.8	-1.2	-1.8	-2	-1.8	-10
COc1cccc(-n2nnnc2SCC(=O)Nc2ccc(OC)cc2OC)c1
    -0.5	-1.1	-5	-4	0.1	2.0	0.6	0.4	-2	0.1	1
COC(=O)C1CN(C2CC2)CCS(=O)(=O)N1Cc1cn(Cc2ccccc2)nn1 (stereo not given)
    -0.9	-1.2	0	-5	0.5	·	·	·	-3	-0.8	4
Cn1ccc(=S)c2ccccc21
    0.8	-0.8	-13	-30	-1.2	-0.5	0.8	-0.1	0	0.1	4

# Filtered by structure, the entries above containing an NH in an aromatic ring
# Results follow in this order: hcDAF12 agonist	ssDAF-12 act	ADAM17 inh	ADAM10 inh	hgDAF12 agonist	PG9 Ab binder	FXN GAA850 act	DAX1 inh-1	SMARCA2 act	DAX1 inh-2	NPR1 activator
Cc1oc(-c2ccccc2Cl)nc1CSc1nc2c(c(=O)[nH]1)CCCC2
    0.0	-1.1	-3	1	0.3	-0.1	-0.8	-3.4	1	0.4	1
Cc1cc(C)c(O)c(-c2cc(C(=O)Nc3ccc(S(=O)(=O)N4CCOCC4)cc3)[nH]n2)c1
    -2.8	-1.7	8	21*	-2.3	-0.8	-1.2	-1.8	-2	-1.8	-10

# Returning to the listing, repeating the three entries before the break.
# Results follow in this order: hcDAF12 agonist	ssDAF-12 act	ADAM17 inh	ADAM10 inh	hgDAF12 agonist	PG9 Ab binder	FXN GAA850 act	DAX1 inh-1	SMARCA2 act	DAX1 inh-2	NPR1 activator
COc1cccc(-n2nnnc2SCC(=O)Nc2ccc(OC)cc2OC)c1
    -0.5	-1.1	-5	-4	0.1	2.0	0.6	0.4	-2	0.1	1
COC(=O)C1CN(C2CC2)CCS(=O)(=O)N1Cc1cn(Cc2ccccc2)nn1 (stereo not given)
    -0.9	-1.2	0	-5	0.5	·	·	·	-3	-0.8	4
Cn1ccc(=S)c2ccccc21
    0.8	-0.8	-13	-30	-1.2	-0.5	0.8	-0.1	0	0.1	4
C/C(=N\Nc1cccc(Cl)c1)c1ccncc1
    0.0	-1.2	-2	-3	4.1	0.4	1.4	-2.2	0	-1.1	-5
CC12CCC(=O)N1C(C(=O)Nc1cc(Cl)ccc1N1CCCC1)CS2 (stereo not given)
    0.5	-1.6	1	-9	2.9	0.3	0.3	0.0	-1	-1.0	0
O=C(COC(=O)CCc1ccccc1)NNC(=O)c1ccccc1
    1.1	-1.1	-1	-1	1.1	-2.2	-2.1	-0.7	4	0.2	-2
CN(C(=O)CN1C(=O)c2ccc([N+](=O)[O-])cc2C1=O)C1CCCCC1
    0.1	-1.4	-5	-6	-1.5	0.0	-1.3	-0.4	-1	-0.6	-1
CCN(C(=O)COC(=O)/C(=C/c1ccccc1)NC(C)=O)c1c(N)n(Cc2ccccc2)c(=O)[nH]c1=O
    2.9	-1.7	-3	-16	0.0	0.4	-0.3	-0.9	1	0.2	0
O=C(CN(C(=O)c1ccc(Cl)cc1Cl)N1C(=O)C2C3C=CC(C3)C2C1=O)c1ccc(F)cc1 (stereo not given)
    0.0	-0.4	1	4	0.5	1.9	-0.9	2.4	-4	0.0	-8
O=C1CC(=O)Nc2cc(S(=O)(=O)N3CCN(c4cccc(C(F)(F)F)c4)CC3)ccc2N1
    0.2	-2.4	0	2	-2.5	0.5	0.9	0.3	-2	-1.2	2
COc1ccccc1C(=O)N/N=C/c1ccc2c(c1)OCO2
    0.5	-1.0	-4	-18	8.1	1.6	3.8	1.4	4	0.8	-1
COc1ccccc1N1CCN(C(=O)c2sc3ncn(CC(=O)N4CCC(C)CC4)c(=O)c3c2C)CC1
    -2.0	-1.6	2	-1	-2.6	-0.2	0.3	0.1	1	-2.1	1
COc1ccc(NC(=O)OCCN2CCN(Cc3ccccc3)CCC2=O)cc1
    -1.8	-1.1	-3	-2	-0.1	1.6	0.7	0.2	-1	0.3	0
Cc1ccc(S(=O)(=O)NNC(=S)Nc2cccc(F)c2)cc1
    -0.7	-1.8	1	-1	0.0	-2.2	-1.5	0.9	-2	-0.3	1
COC(=O)c1c(NC(=O)CN2CCC(C(N)=O)CC2)c2c(C)cccc2n1C
    -0.5	-1.1	-2	2	-1.6	-1.8	-0.1	0.8	0	0.2	-2
CC(C(=O)OCC(=O)Nc1cccc(S(=O)(=O)N(C)C)c1)N1C(=O)c2ccccc2C1=O (stereo not given)
    -0.9	-1.2	-7	-1	3.2	0.4	-0.5	-0.7	-2	0.2	-3
Clc1ccc(OCCSc2ncccn2)cc1
    1.4	-0.2	1	-9	9.6	-1.6	4.8	2.9	8.0*	1.6	55*
CN(CC(=O)NCc1ccncc1)S(=O)(=O)c1ccc(Cl)cc1
    0.9	-1.5	-4	-8	1.0	-0.2	1.0	1.2	1	-0.1	·
CCOc1ccc(CNC(=O)C2CCN(c3nnc(C)c4c(C)n(-c5ccc(C)cc5)nc34)CC2)cc1
    1.1	-0.6	-11	-21	0.1	2.2	1.9	1.1	-2	-0.3	-2
Cc1ccccc1N1CC(C(=O)Nc2nnc(SCCN3CCOCC3)s2)CC1=O (stereo not given)
    -1.6	-0.9	1	5	-1.4	-0.7	-1.3	0.9	-3	0.3	1
CCOc1ccc(N2C(=O)CC(N(C)Cc3ccccc3)C2=O)cc1 (stereo not given)
    -0.6	-0.8	-3	-5	-0.4	-1.5	0.9	0.8	-3	0.4	1
O=C(CN1C(=O)c2cccnc2Oc2ccc(Cl)cc21)NC1CCCCCC1
    -2.8	-1.2	-4	3	1.7	0.4	-0.1	-0.3	-4	-0.1	-10
N#CC1=C(S)N(c2ccccc2)C(c2ccco2)NC1=O (stereo not given)
    2.2	-1.0	-4	2	-0.8	2.6	-1.6	-0.3	-2	-0.4	9

# New compounds follow
# Results follow in this order: hcDAF12 agonist	ssDAF-12 act	ADAM17 inh	ADAM10 inh	hgDAF12 agonist	PG9 Ab binder	FXN GAA850 act	DAX1 inh-1	SMARCA2 act	DAX1 inh-2	NPR1 activator
S=c1[nH]nc(Nc2cccc(Cl)c2)s1
    1.1	0.0	0	-7	3.2	1.4	1.2	2.1	-2	1.6	2
Cc1cccc2[nH]c3c(N4CCC5(CC4)OCCO5)ncnc3c12
    2.6	-0.1	-196	i	-0.8	-1.1	-7.0	0.9	-4	-2.6	3
CC(=O)Nc1c(Br)cc2c(c1Br)C(=O)c1ccccc1-2
    4.1	-0.2	-8	-13	-3.8	0.1	0.7	0.8	1	-0.2	3
CC(C)(C)c1ccc(-c2nc(N)nc(N)n2)cc1
    0.6	-0.6	2	1	3.0	-2.2	4.6	·	4	-0.5	-3
CN(C)NC(=O)c1ccsc1NC(=O)c1ccc(S(=O)(=O)N2CCCC2)cc1
    -2.4	-2.1	-1	4	-1.1	-1.5	3.0	-1.6	0	-0.6	-1
O=S(=O)(NCc1ccccc1)c1ccc(Br)s1
    -1.6	-1.0	4	1	3.0	0.7	1.7	-0.4	-1	-0.2	-6
